# Screens from PubChem.
# IDH1 R132H inh = human IDH1 R132H inhibition. O75874. IDH1-R132H enzyme, NADPH consumption, diaphorase/resazurin fluorescence. Potency, µM (highest dose often 76.6 µM), without a hit: top-dose activity change, negative = inhibition, actives largely listed as inhibitors. 390,000 compounds, 0.093% hits; also: potency is read from the fitted curve at half-maximal effect; % is scaled to controls: 0 for no effect and ±100 for the full control effect; nearly all actives have a fitted effect of over 65% in size
#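 IDH1-R132H (0.5 ug/mL) preincubated 30 min with compound, then NADPH (0.016 mM) and alpha-KG (2 mM) added; 80 min at RT, pH 7.5. Remaining NADPH coupled via diaphorase/resazurin to fluorescence (540/590 nm); concentration-response curves normalized to no-enzyme control.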
# Glioma ERSR ind = inducers of ER stress response in human glioma cells | Potency, µM, for the others: at the top dose activation, usual class: activators | 420,000 compounds, 0.02% hits | U87-MG GRP78 promoter luciferase reporter, 16 h | AID 602332; also: potency is read from the fitted curve at half-maximal effect; series mostly up to about 76 µM; % of control where 0% means no effect; nearly all actives have a fitted effect of over 35% in size
#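 Stably transfected U87-MG human glioma cells carrying a GRP78-based luminescent sensor were seeded at 1000 cells/well, pin-dosed with compounds and incubated 16 h. Luciferase reagent was then added, and end-point luminescence was read after 10 min at room temperature.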
# Vif-A3F inh = Vif-A3F binding inhibition | HeLa A3F-eYFP + Vif (tagged APOBEC3F with the HIV-1 protein that degrades it), YFP fluorescence increase | Potency, µM (titrated, usually from 46.1 µM), without a hit: at the top dose activity, negative = active | 390,000 compounds, 0.2% hits | AID 602313; also: potency is read from the fitted curve at half-maximal effect; % of control where 0% means no effect; nearly all actives have a fitted effect of over 65% in size
#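 Fluorescence increase (Ex 488/Em 500-530) after overnight compound treatment at 37 deg C flags inhibition of Vif-driven A3F-eYFP loss in stable HeLa A3F-eYFP/Vif cells seeded overnight beforehand.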
# Vif-APOBEC3G blk = blocks the Vif interaction with human APOBEC3G; Q9HC16; HeLa A3G-eYFP + Vif (tagged APOBEC3G with the HIV-1 protein that degrades it), YFP fluorescence, overnight; Potency, µM (highest dose often 46.1 µM), for inactives: top-dose activity, negative = active, actives largely listed as inhibitors; 410,000 compounds, 0.076% hits; AID 602310;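 also: potency is read from the fitted curve at half-maximal effect; % is scaled to controls: 0 for no effect and ±100 for the full control effect; nearly all actives have a fitted effect of over 60% in size; hits raise eYFP signal because A3G escapes Vif-driven loss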
#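 HeLa cells stably expressing Vif and C-terminally eYFP-tagged A3G, seeded overnight at 37 deg C, then exposed to compound by pintool overnight at 37 deg C. Rise in yellow fluorescence (Ex 488/Em 500-530, Acumen) marks blocked Vif-driven A3G degradation.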
# TrxR1 substrate = rat thioredoxin reductase 1 substrate activity; O89049; Potency, µM (titrated, usually from 114 µM), for the others: at the highest dose activity change, negative = substrate turnover; 390,000 compounds, 0.01% hits; purified TrxR1 substrate turnover, NADPH consumption readout; also: potency is read from the fitted curve at half-maximal effect; % is scaled to controls: 0 for no effect and ±100 for the full control effect; nearly all actives have a fitted effect of over 50% in size
#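 Rat TrxR1, dispensed at 90 nM, was prereduced with 400 uM NADPH (final) for 5 min at ~22 deg C, then incubated with compound 15 min before 400 uM selenite. A first-read NADPH fluorescence drop versus no-compound background flagged substrates.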
# RGS4 inhibitor = blocks human RGS4-accelerated GTP hydrolysis. 390,000 compounds, 0.039% hits. P49798. AID 504845. Transcreener GDP fluorescence polarization, RGS4-accelerated GTP hydrolysis. Potency, µM (series often up to 114 µM), without a hit: top-dose activity change, negative = inhibition, actives largely listed as inhibitors; also: potency is read from the fitted curve at half-maximal effect; % is scaled to controls: 0 for no effect and ±100 for the full control effect; nearly all actives have a fitted effect of over 75% in size; some results filed as inactive show a strong effect at the top dose
# Target sequence (P49798 whole entry, looked up): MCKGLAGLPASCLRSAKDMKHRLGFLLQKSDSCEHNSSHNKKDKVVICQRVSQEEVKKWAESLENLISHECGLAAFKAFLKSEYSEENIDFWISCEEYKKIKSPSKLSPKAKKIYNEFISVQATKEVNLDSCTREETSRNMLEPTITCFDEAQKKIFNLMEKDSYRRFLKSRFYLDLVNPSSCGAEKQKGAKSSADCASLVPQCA
#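 MLSMR compounds (23 nl, pin-transferred) preincubated 10 min at room temperature with a 500nM (2x) first reagent, then RGS4 at 900nM (2x) plus Transcreener GDP mix added; fluorescence polarization (620/688 nm) read before and after 90 min at 30 °C.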
# USP1 inh = USP1/UAF1 (human) deubiquitinase inhibition; AID 743255; O94782; recombinant USP1/UAF1, Ub-Rhodamine cleavage fluorescence; 390,000 compounds, 0.23% hits; Potency, µM (series often up to 57.1 µM), for the others: at the highest dose activity change, negative = inhibition, actives largely listed as inhibitors; also: potency is read from the fitted curve at half-maximal effect; % is scaled to controls: 0 for no effect and ±100 for the full control effect; nearly all actives have a fitted effect of over 60% in size; inactives centre near -12
# Target sequence (O94782 whole entry, looked up): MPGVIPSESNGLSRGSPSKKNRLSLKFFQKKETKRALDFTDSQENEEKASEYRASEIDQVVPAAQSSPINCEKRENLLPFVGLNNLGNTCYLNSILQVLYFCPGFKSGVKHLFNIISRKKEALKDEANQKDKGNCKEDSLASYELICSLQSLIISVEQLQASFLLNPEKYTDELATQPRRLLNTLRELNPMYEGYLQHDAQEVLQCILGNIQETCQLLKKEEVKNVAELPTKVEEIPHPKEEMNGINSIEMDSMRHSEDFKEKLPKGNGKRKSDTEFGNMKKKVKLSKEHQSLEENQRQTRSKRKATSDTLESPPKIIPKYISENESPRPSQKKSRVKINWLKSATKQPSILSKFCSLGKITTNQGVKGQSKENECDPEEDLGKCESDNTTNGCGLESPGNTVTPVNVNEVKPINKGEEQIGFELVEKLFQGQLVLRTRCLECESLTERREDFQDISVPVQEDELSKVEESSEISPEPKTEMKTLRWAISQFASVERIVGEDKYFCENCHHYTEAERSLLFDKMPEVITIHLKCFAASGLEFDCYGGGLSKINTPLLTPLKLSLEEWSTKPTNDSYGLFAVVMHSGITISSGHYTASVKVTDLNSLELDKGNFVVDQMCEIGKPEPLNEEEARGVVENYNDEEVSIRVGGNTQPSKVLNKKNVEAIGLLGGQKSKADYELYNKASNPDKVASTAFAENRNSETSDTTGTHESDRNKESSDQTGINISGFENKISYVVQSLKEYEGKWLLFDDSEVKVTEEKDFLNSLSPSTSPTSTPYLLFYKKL
#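 1 nM enzyme complex + cpd, 15 min RT; start with Ub-Rho 150nM final; kinetic fluorescence ex 480/em 540, 6 reads q60 s. Buffer 50mM HEPES pH 7.8, 0.5mM EDTA, 0.1 mg/ml BSA, 1mM TCEP, 0.01% Tween-20.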
# LDHA block = LDHA (human) enzyme inhibition | AID 1347041 | purified LDHA, NADH/diaphorase-resazurin fluorescence; active compounds read low | 480,000 compounds, 0.15% hits | P00338 | activity change, % (values are at about 110 or 230 µM); in the data active = activity change below about -30%; inconclusive = mostly about -25% to -30%;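 also: plate controls were DMSO wells for no effect and wells without enzyme for full effect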
#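 Human LDH5 at 2 nM final in Tris HCl pH 7.4 with 0.06 mM NADH and 0.2 mM pyruvate, reacted 5 minutes at room temperature. Remaining NADH coupled via diaphorase/resazurin; resorufin fluorescence read at 0 and 20 minutes, normalized to enzyme-free and DMSO wells.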
# TrxR1 inh = rat TrxR1 inhibition; O89049; recombinant rTrxR1, NADPH fluorescence consumption, selenite substrate; Potency, µM (series often up to 114 µM), without a hit: at the top dose activity change, negative = inhibition, usual class: inhibitors; 390,000 compounds, 1% hits; also: potency is read from the fitted curve at half-maximal effect; % is scaled to controls: 0 for no effect and ±100 for the full control effect; nearly all actives have a fitted effect of over 65% in size
#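 Rat TrxR1 (90 nM in the dispensed reagent) was pre-reduced with 400 uM NADPH for 5 min at room temperature, then incubated with compound for 15 min. After 400 uM selenite was added, NADPH fluorescence (Ex 340/Em 450 nm) was followed for 8 min.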
# Active calls of the source: *; ? = inconclusive; . = not tested or not shown; & = joins results of further samples; [ ] = another dose, or the depositor's remark. Unless noted, calls follow the shape of the dose curve; as a rule, active = well fitted curve in the direction sought with a large enough effect; inconclusive = small, poorly fitted or top-dose-only effect, or another doubt; inactive = no such curve, though single readings can be large; an effect the other way counts as inactive or inconclusive. An excerpt. The share of hits here may be higher or lower than overall.
SMILES,IDH1 R132H inh,Glioma ERSR ind,Vif-A3F inh,Vif-APOBEC3G blk,TrxR1 substrate,RGS4 inhibitor,USP1 inh,LDHA block,TrxR1 inh
Cc1cc(C)c(OCC(=O)Nc2nnn(C)n2)c(Br)c1,-5.3%,-1.9%,.,-5.5%,0.6%,-2.2%,-7.7%,-6.5,10.6%
COc1ccc(NC(=O)C2=C(C)Nc3nc(SCc4ccccc4)nn3C2c2cc(OC)ccc2OC)cc1 (stereo not drawn),0.0%,-1.2%,-8.4%,-2.1%,2.6%[57.1 µM],-20.2%,-20.9%,-10.1,14.1%[57.1 µM]
COC(=O)C1=C(C)OC(N)=C(C#N)C1c1ccc(OC)c(OC)c1OC (stereo not drawn),5.1%,-4.5%,1.3%,-1.0%,-10.6%,33.1%,-6.9%,4.8,?
Cc1cc(NC(=O)CSc2nnc(-c3ccoc3C)o2)no1,3.9%,-2.5%,-1.3%,-6.1%,4.9%[57.1 µM],-8.1%,-13.3%,0.4,4.1%
O=C(CN1CCN(Cc2ccccc2)CC1)N/N=C/c1ccccc1F,2.2%,-3.2%,5.2%,-2.4%,3.7%[57.1 µM],10.8%,0.5%,-0.1,7.2%[57.1 µM]
COc1ccc(CCN2C(=O)CS/C2=N\NC(=O)c2cccs2)cc1OC,-9.7%,-1.7%,-0.6%,-1.3%,-6.9%,2.0%,-28.5%,-4.6,-1.6%
Cc1nc(SCc2ccc(F)cc2)c([N+](=O)[O-])[nH]1,3.5%,2.0%,8.0%,8.5%,0.1%[57.1 µM],3.5%,-17.8%,-4.2,9.2%[57.1 µM]
CCCN(Cc1cccs1)C(=O)Nc1cc(Cl)ccc1C,2.4%,1.3%,-4.6%,-3.4%,-0.2%,8.6%,-12.3%,6.8,9.0%
Cc1ccccc1NC(=O)c1ccccc1-c1ccccc1,-9.4%,-3.2%,?,-15.9%,-3.3%,-3.9%,-9.9%,-5.8,14.6%
O=C(N/N=C/c1cccnc1)c1cc(-c2ccccc2OCc2ccccc2)n[nH]1,-8.3%,-3.4%,4.6%,?,-5.2%[57.1 µM],-24.1%,-1.0%,-3.2,7.5%[57.1 µM]
CC(C)CN(C(=O)COC(=O)Cc1cccc2ccccc12)c1c(N)n(Cc2ccccc2)c(=O)[nH]c1=O,0.7%,-2.9%,?,-4.7%,2.8%,-16.0%,-16.1%,-4.1,9.7%
COc1ccc(NS(=O)(=O)c2ccc(OC)c(NC(=O)CNC(=O)c3ccc(OC)cc3)c2)cc1,0.0%,-5.5%,4.5%,-9.1%,4.0%,5.7%,-7.4%,-3.7,18.0%
Cc1cccc(N2CCN(S(=O)(=O)c3ccc4c(c3)CCN4C(=O)CCC(=O)O)CC2)c1C,4.6%,-7.1%,-3.5%,-10.3%,-2.3%,9.5%,-15.4%,1.2,-17.6%
COCC(C)Nc1nc(C)c(C(C)=O)s1 (stereo not drawn),2.6%,-3.9%,10.9%,4.9%,1.3%[57.1 µM],-13.6%,-21.5%,0.8,3.6%[57.1 µM]
CC(=O)c1ccc(NC(=S)N2CCN(c3ccccn3)CC2)cc1,-7.6%,-2.9%,2.9%,0.9%,-7.6%,-27.3%,-1.6%,-2.6,-15.5%
CN(CCCN1CCCCC1)C(=O)c1cc(COc2ccc(F)cc2F)on1,4.8%,-2.1%,-4.2%,0.3%,-6.5%,-5.2%,-4.2%,-11.0,-0.6%
C#CCn1c2ccccc2c2nc3ccccc3nc21,3.9%,5.0%,?,-22.6%,-11.8%[57.1 µM],-26.9%,-15.7%,7.9,20.8%[57.1 µM]
CC(=O)NNC(=O)c1csc(-c2csc(C)n2)n1,8.8%,1.4%,-1.5%,-0.1%,6.4%[57.1 µM],4.9%,?,-8.5,13.9%[57.1 µM]
CC12CN3CCN(CC(C3)/C1=N\N=C1/C3CN4CCN(C3)CC1(C)C4)C2,-4.1%,-4.9%,2.8%,3.1%,3.3%,0.4%[11.4 µM],-7.1%,-2.8,16.0%
Cc1ccc(-n2ncc(C(=O)NCc3ccccc3)c2C2CCN(C(=O)OC(C)(C)C)CC2)cc1,-7.2%,-0.7%,0.2%,6.6%,-7.4%,-9.8%,?,1.2,10.5%
Cc1ccccc1-n1cnnc1SCC(=O)Nc1cccnc1Cl,13.6%,0.0%,-6.8%,0.5%,3.5%,3.1%,7.2%,-2.4,20.6%[57.1 µM]
COCCn1c(N)c(N(Cc2ccccc2)C(=O)CN2C(=O)NC(C)(c3ccccc3)C2=O)c(=O)[nH]c1=O (stereo not drawn),9.5%,-2.5%,7.8%,0.0%,-1.0%,-2.0%,-14.1%,-3.0,-4.1%
Cc1ccc(-c2nnn(CC(=O)N3c4ccccc4CCc4ccccc43)n2)cc1,1.7%,-2.4%,-5.5%,-1.7%,-6.8%,-25.3%,-6.6%,-2.7,25.1%
Cc1ccc(C(=O)N/C(=C\c2cccs2)C(=O)N2CCCCCC2)cc1,-0.8%,2.1%,-1.8%,-5.0%,16.4%[57.1 µM],12.5%,5.7%,-2.4,30.3%[57.1 µM]
O=C(NCCCN1CCN(c2ccccc2)CC1)C1CCCN(c2ncnc3c2nc2n3CCCCC2)C1 (stereo not drawn),-2.5%,-0.6%,-9.7%,-4.2%,1.2%,27.4%,-12.7%,-5.5,6.0%

# By substructure, the compounds so far with a thiophene ring, fused or not.
SMILES,IDH1 R132H inh,Glioma ERSR ind,Vif-A3F inh,Vif-APOBEC3G blk,TrxR1 substrate,RGS4 inhibitor,USP1 inh,LDHA block,TrxR1 inh
COc1ccc(CCN2C(=O)CS/C2=N\NC(=O)c2cccs2)cc1OC,-9.7%,-1.7%,-0.6%,-1.3%,-6.9%,2.0%,-28.5%,-4.6,-1.6%
CCCN(Cc1cccs1)C(=O)Nc1cc(Cl)ccc1C,2.4%,1.3%,-4.6%,-3.4%,-0.2%,8.6%,-12.3%,6.8,9.0%
Cc1ccc(C(=O)N/C(=C\c2cccs2)C(=O)N2CCCCCC2)cc1,-0.8%,2.1%,-1.8%,-5.0%,16.4%[57.1 µM],12.5%,5.7%,-2.4,30.3%[57.1 µM]

# Additional structures:
SMILES,IDH1 R132H inh,Glioma ERSR ind,Vif-A3F inh,Vif-APOBEC3G blk,TrxR1 substrate,RGS4 inhibitor,USP1 inh,LDHA block,TrxR1 inh
CCn1cc([N+](=O)[O-])c(C(=O)N2N=C(c3ccc(OC)cc3OC)CC2c2ccccc2O)n1 (stereo not drawn),-10.6%,0.0%,-13.8%,-7.6%,-19.8%,1.1%,-8.6%,-4.5,-11.5%
Cc1cc(NC(=O)Nc2cccc([N+](=O)[O-])c2)no1,2.0%,-3.0%,-7.3%,4.6%,5.1%,-3.9%,-20.4%,-2.5,15.7%
CCc1ccc(NC(=O)CNS(=O)(=O)c2c(C)noc2C)cc1,-1.7%,-3.2%,-0.3%,1.4%,-6.7%,42.8%,-2.0%,1.8,-8.7%[57.1 µM]
CCOC(=O)C1CCCN(C(=O)c2cc3c(OC)c(OC)c(OC)cc3[nH]2)C1 (stereo not drawn),-7.4%,-6.3%,2.4%,2.3%,-13.8%,0.4%,-18.0%,1.3,-21.6%
CCCC(C(=O)NCc1cccc(Cl)c1)N1Cc2ccccc2C1=O (stereo not drawn),5.2%,-3.6%,1.6%,2.1%,-3.0%,-22.8%,-15.8%,-7.0,8.7%
COc1ccc2oc(C(=O)Nc3nc4ccc(S(C)(=O)=O)cc4s3)c(C)c2c1,-4.7%,-3.1%,-22.1%,-1.4%,98.2%[activator],-10.4%,0.8%,0.8,7.9%
CCOC(=O)c1cc(-c2ccccc2C)n(CC2CC(c3cccc([N+](=O)[O-])c3)=NO2)n1 (stereo not drawn),-3.4%,-5.1%,-0.9%,-18.0%,-4.5%,-6.4%,-25.6%,-1.4,14.1%
O=C(CCN1C(=O)/C(=C/c2ccccc2Cl)SC1=S)NC1C=CS(=O)(=O)C1 (stereo not drawn),-6.3%,4.3%,7.5%,-17.9%,3.3%,-35.7%,-21.8%,-9.3,12.4%
Cc1ccccc1C(=O)Nc1nnc(CC(=O)N/N=C/c2cn(Cc3ccccc3)c3ccccc23)s1,2.2%,5.8%,?,0.7%,-2.2%,3.7%[11.4 µM],-17.8%,-0.8,15.3%
O=C(CCn1c(=O)[nH]c2ccsc2c1=O)Nc1ccc(F)c(F)c1,3.8%,-5.0%,3.9%,-0.6%,7.8%,9.2%,-16.5%,-3.1,17.3%
CCCc1nn(C)c2c(=O)[nH]c(-c3cc(S(=O)(=O)N4CCN(C)CC4)ccc3OCC)nc12,-10.4%,-0.3%&-2.8%&-5.5%,6.9%,-0.3%,-2.1%,-7.0%,-14.3%,-3.4,14.5%
CCOc1ccc(-c2nonc2NC(=O)c2ccco2)cc1OCC,8.0%&1.7%,-6.6%&-0.9%,2.4%&-5.2%,-3.4%&-0.9%,-4.7%&2.8%,-2.3%&12.7%,-10.0%&-15.1%,32.0&-12.7,0.0%&9.3%
